# Compound activity as filed in PubChem.
# AID inhibitor – Primary qHTS assay for inhibitors of Activation Induced Cytidine Deaminase (AID): AID signal | AID 1347428, 2020 | Single-stranded DNA cytosine deaminase (Homo sapiens), Q9GZX7 | Potency, µM (series often up to 115 µM), inactives show at the top dose activity change, negative = inhibition, actives largely listed as inhibitors | AID deamination FRET fluorescence, UDG-coupled, 4 h | 91,000 compounds, 0.32% hits; further: nearly all actives have a fitted effect of over 25% in size
# Target sequence (Q9GZX7 whole entry, looked up): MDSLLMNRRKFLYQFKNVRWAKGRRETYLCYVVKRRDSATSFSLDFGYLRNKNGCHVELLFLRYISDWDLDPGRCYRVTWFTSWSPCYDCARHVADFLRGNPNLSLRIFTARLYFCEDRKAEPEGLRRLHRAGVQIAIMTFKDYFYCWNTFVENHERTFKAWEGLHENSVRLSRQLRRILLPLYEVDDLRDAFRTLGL
# UDG counter – Primary qHTS assay for inhibitors of Activation Induced Cytidine Deaminase (AID): UDG Counterscreen signal; FRET deamination/UDG coupled assay, UDG read, 4 h; 91,000 compounds, 0.14% hits; AID 1347430, 2020; Uracil-DNA glycosylase; Potency, µM (highest dose often 115 µM), inactives show at the top dose activity change, negative = inhibition, usual class: inhibitors; further: nearly all actives have a fitted effect of over 65% in size
# * marks the source's active call; other numbers are inactive results; ? = inconclusive; & = joins results of further samples; [ ] = another dose, or the depositor's remark. The call rests on the fitted dose curve; in most records, active means well fitted curve in the direction sought with a large enough effect; inconclusive means small, poorly fitted or top-dose-only effect, or another doubt; inactive means no such curve, though single readings can be large; an effect the other way counts as inactive or inconclusive. On the % scale 0 is the no-effect control and ±100 the full control effect; potency means the concentration at half of the fitted maximal effect.
SMILES | AID inhibitor | UDG counter
CCCCOc1ccc(C(=O)N2CCN(CCc3ccncc3)CC2)cc1 | 33.3%[activator] | -12.5%
COc1ccc(-c2cc3nc(-c4ccc(C)cc4)cc(C(F)(F)F)n3n2)cc1 | -20.4% | -8.6%
CCOC(=O)Cn1c(=O)c2c3c(sc2n(CCN2CCCC2)c1=O)CC(C)CC3 (stereo not given) | -8.9% | -4.4%
CC(C)(C)NC(=O)c1nn(-c2ccccc2)c(=O)c2ccccc12 | -1.8% | -3.0%
CCCCCOc1ccc(C(=O)Nc2ccc(-c3ccccc3)cc2)cc1 | -0.3% | -7.0%
COc1ccccc1N1CCN(C(=O)CCNS(=O)(=O)c2ccc3[nH]c(=O)ccc3c2)CC1 | -5.2% | 1.4%
COc1ccc(C(=O)c2cn(CC(=O)Nc3cc(C)ccc3C)c3nc(C)ccc3c2=O)cc1 | 2.8% | 3.3%
O=C(CCC(=O)N1CC2CCCN2c2ccccc21)NCc1ccccc1 (stereo not given) | -13.0% | -1.0%
O=C(COc1ccc([N+](=O)[O-])cc1)Nc1ccc2oc(-c3ccccc3Br)nc2c1 | 0.5% | -3.7%
CCOc1ccc(NC(=O)CCSc2nc(-c3ccc4c(c3)OCO4)cc(C(F)(F)F)n2)cc1 | 7.1% | 14.2%
O=S(=O)(NCCc1csc2nc(-c3ccccc3)nn12)c1ccc(Oc2ccccc2)cc1 | 4.1% | 4.8%[57.5 µM]
COc1ccc(C(=O)Nc2ccccc2-c2nc(-c3ccc(OC)cc3)no2)cc1 | -1.8% | -3.5%
COc1cc(C2c3c(oc4cc(C)c(C)cc4c3=O)C(=O)N2CCCN2CCOCC2)ccc1O (stereo not given) | 68.6%[activator] | -6.5%
CCC(=O)N1c2ccc(S(=O)(=O)CCC(=O)Nc3ccc(OC)cc3OC)cc2CC1C (stereo not given) | 2.2% | 1.3%
O=C(CC(=O)c1cccc(Cl)c1)c1cccc(Cl)c1 | -3.7% | -2.2%
CC(C)c1ccc(NC(=O)c2ccc(F)c(S(=O)(=O)N3CCCCCC3)c2)cc1 | 5.3% | 0.4%
c1coc(CNCc2cccc3ccccc23)c1 | -3.6% | -5.8%
Cc1ccc(Cn2ccnc2SCC(=O)Nc2ccc3c(c2)OCO3)cc1 | 79.4µM* | ?
COc1cccc(C(=O)c2c(N)c(-c3nc(-c4ccccc4)cs3)c3ccccn23)c1 | -18.4% | ?
CCc1cccc(NC(=O)c2cn3c4c(ccc(Cl)c4c2=O)OC(C)C3)c1 (stereo not given) | 2.6% | 0.5%
CCc1ccc(NC(=O)Cn2ccn(-c3cccc(OC)c3)c(=O)c2=O)cc1 | -1.1% | 0.7%
Cc1ccc(-c2nc3ccccn3c2Nc2ccc3c(c2)OCCO3)o1 | 12.8% | -9.3%
CN(CCO)Cc1cc(=O)oc2cc3c(cc12)CCC3 | 3.4% | 1.1%
COc1cc(NC(=O)CN2C(=O)c3ccccc3Sc3ccc(C(=O)N4CCCC4)cc32)cc(OC)c1 | -4.1% | ?
O=C(COC(=O)c1ccc(F)cc1[N+](=O)[O-])c1ccc(Br)cc1 | -2.4% | 1.0%
COc1ccc(-c2csc(N3N=C(C)CC3c3cc(OC)c(OC)c(OC)c3)n2)cc1 (stereo not given) | ? | 89.1µM*
COc1ccc(OC)c(/C=C/c2nc3ccccc3c(=O)n2-c2ccc(F)c(Cl)c2)c1 | 6.7% | 0.0%
COc1ccc(N(C(C)C(=O)N(C)Cc2ccccc2)S(C)(=O)=O)cc1 (stereo not given) | 2.7% | 0.1%
COc1ccc(-n2c(=O)c3c4c(sc3n(Cc3c(F)cccc3Cl)c2=O)CN(C(C)=O)CC4)cc1OC | 14.0% | -10.6%
COc1ccc2c(c1)Cc1sc(NC(=O)c3cccc(C)c3)nc1-2 | ? | -21.4%
O=C(CC(=O)c1ccc(Cl)cc1)c1ccc(Cl)cc1 | -5.2% | 8.2%
O=C(NCCc1ccc(Cl)cc1)c1cc(-c2ccc(Cl)cc2)n[nH]1 | 3.7% | 18.8%
O=c1c2cc3c(cc2n(Cc2cccc(F)c2)c(=O)n1Cc1nc(-c2ccccc2)no1)OCO3 | 16.9% | -2.9%[57.5 µM]
CCc1nccn1S(=O)(=O)c1cc(Br)ccc1Br | -3.6% | 24.8%
COCc1cc(C)nc2c1C(=O)NC(c1ccc(C)cc1)N2Cc1ccccc1 (stereo not given) | -6.1% | -3.1%
CCCNC(=O)C(N)Cc1c[nH]c2ccccc12 (stereo not given) | 2.6% | 9.1%
CCOc1ccc(NCc2cccn2-c2nnc(N3CCC(C(=O)NCCc4ccc(OCC)c(OCC)c4)CC3)s2)cc1 | -9.8% | -5.7%
CCOc1cc(C(=O)NCc2ccc3c(c2)CCN3C(=O)c2ccc(F)cc2)cc(OCC)c1OCC | 10.8% | 0.0%
CCc1ccccc1NC(=O)CSc1nc2ncccc2o1 | 8.1% | -12.6%
CCN(CCCNC(=O)Cn1ncc2c([nH]c3ccc(C)cc32)c1=O)Cc1ccccc1 | 18.0% | 54.3%[activator]
CCc1ccccc1NC(=O)Cn1nnc(-c2nc(-c3ccncc3)no2)c1N | 7.0% | 0.1%
CC(C)(C)c1ccc(-c2noc(CCC(=O)Nc3cccc(Cl)c3)n2)cc1 | 2.8% | 0.0%
Cc1ccccc1CC(=O)NC(C)C1CCCO1 (stereo not given) | 5.9% | -2.9%
COc1ccccc1CNC(=O)c1oc2c(c1C)-c1nn(Cc3ccc(Cl)cc3)cc1CC2 | 38.4%[activator] | -4.7%[57.5 µM]
CC1=C(C(=O)N2CCN(c3ccccc3)CC2)C2(CCCCC2)OC1=O | 8.4% | 2.3%
CCCN(CCC)CCNC(=O)CN1C(=O)COc2ccc(S(=O)(=O)N3CCC(C)CC3)cc21 | -24.3% | 0.8%
CC(NC(=O)c1ccccc1C(F)(F)F)C1CC2CCC1C2 (stereo not given) | -2.1% | -4.3%
Cc1ccc(CNC(=O)C(=O)NCC(c2cccs2)S(=O)(=O)c2cccs2)cc1 (stereo not given) | 11.2% | 0.2%
Nc1nccnc1C(=O)NCc1ccc(C(F)(F)F)cc1 | -11.1% | -2.5%
CCOc1ccc(-c2nc(C#N)c(NCCCOC)o2)cc1 | -2.6% | 7.3%

# A draw from above in order of formula weight, highest first.
SMILES | AID inhibitor | UDG counter
CC(C)(C)c1ccc(-c2noc(CCC(=O)Nc3cccc(Cl)c3)n2)cc1 | 2.8% | 0.0%
Nc1nccnc1C(=O)NCc1ccc(C(F)(F)F)cc1 | -11.1% | -2.5%
Cc1ccccc1CC(=O)NC(C)C1CCCO1 (stereo not given) | 5.9% | -2.9%

# (next part)
SMILES | AID inhibitor | UDG counter
COc1ccc(OC)c(NC(=O)c2ccc3c(SCC(=O)O)c4c(nc3c2)CCCC4)c1 | ? | -8.0%
CCOc1ccc(Nc2nc(-c3ccccc3)c(C(=O)Nc3cccnc3)s2)cc1 | 10.0% | -5.4%
CCOc1ccc(CCNC(=O)CCCn2c(=O)c3cccn3c3ccccc32)cc1 | -27.6% | 2.6%[57.5 µM]
C=CCNC(=O)CN1CCC(c2cc3ccccc3[nH]2)CC1 | 2.0% | 4.0%
Cc1cc(-n2c(SCc3ccccc3F)nc3[nH]ncc3c2=O)ccc1Cl | -13.9% | -6.1%
Cc1c(C(=O)Nc2ccc(F)cc2)sc2nc[nH]c(=O)c12 | 19.7% | 12.5%
COC(=O)c1ccc(NC(=O)c2cnccn2)cc1 | 5.7% | 6.7%
CCOC(=O)Cc1ccc(NC(=O)NCc2cccn2Cc2ccccc2)cc1 | 7.9% | 11.7%
COc1ccccc1CN1C(=O)CN(C2CCCCCC2)C(=O)C1c1ccc(C)cc1 (stereo not given) | 0.9% | 1.1%[57.5 µM]
CCn1c(CCC(N)=O)nnc1SC(C)C(=O)c1c[nH]c2ccccc12 (stereo not given) | 0.7% | 0.9%
Nc1nn(Cc2ccc(Cl)cc2Cl)cc1Br | -2.6% | 1.7%
O=C(CCn1c(=O)c2ccccc2n(CC(=O)Nc2cccc(F)c2)c1=O)NCCc1ccccc1 | 4.2% | -9.9%
CC(NC(=O)CSCC(N)=O)c1ccc(Cl)s1 (stereo not given) | -2.5% | -4.4%
COc1ccc(C2=C(C)C(N3CCC(C(=O)NCc4ccco4)CC3)=NS2(=O)=O)cc1 | 4.1% | 39.5%[activator]
CCN(Cc1ccco1)C(=O)c1cc2ccc(OC)cc2[nH]1 | 20.8% | -2.2%
Cc1ccc(CNCc2ccccc2)s1 | 2.2%&-25.2% | -5.7%&-14.8%
Cc1ccc2c(c1)C(O)(CC(=O)c1ccc(F)cc1)C(=O)N2 (stereo not given) | -1.3% | 1.3%
N#C/C(=C/C=C/c1ccccc1)C(=O)Nc1ccc(N2CCOCC2)cc1 | 3.4% | -6.2%
CCCC1CCC(c2ccc(C(=O)Nc3ccc(OC)cc3)cc2)CC1 (stereo not given) | 2.4% | -6.2%
Cc1ccc(OCc2ccc(-c3nc(C#N)c(N4CCC(C)CC4)o3)o2)cc1 | -28.3% | -13.8%
CCN(CC)c1nc2c(S(=O)(=O)c3ccc(C)cc3)nnn2c2ccsc12 | ? | -12.3%
O=C(Nc1ccc(Cl)cc1C(F)(F)F)c1ccc(F)cc1 | 5.6% | 7.3%
CCOC(=O)CN(CC(=O)NC1(C#N)CCCC1)C1CC1 | 0.8% | 2.0%
Cc1cc(C)c(Cn2c(C(O)c3ccccc3)nc3ccccc32)c(C)c1 (stereo not given) | ? | ?
Cc1oc(-c2nc(C#N)c(NC3CC3)o2)cc1S(=O)(=O)N(C)C | -4.4% | 2.6%
CC(C)(C)OC(=O)N1CCC(c2c(C(=O)N3CCN(C(=O)c4ccco4)CC3)cnn2-c2cccc(Cl)c2)CC1 | 7.6% | 1.5%
COc1ccccc1CNC(=O)CCn1c(=O)c2ccccc2n(CC(=O)Nc2ccc(Br)cc2F)c1=O | -7.8% | -6.3%
CCCc1nn2c(=O)cc(COC(=O)c3cccc(NC(=O)CCc4ccccc4)c3)nc2s1 | -14.1% | -5.8%
Cc1ccc(C(=O)NCC(=O)O)cc1C | 9.1% | 12.6%
CN(C)CCn1c(=O)n(CC(=O)O)c(=O)c2c3c(sc21)COC(C)(C)C3 | -7.1% | -6.1%
O=C(O)c1cc2cc(F)ccc2[nH]1 | -1.1% | 2.6%
COc1cccc(-c2nc(NC(C)C)c3ccccc3n2)c1O | -13.2% | -0.3%
Nc1cccc2[nH]ncc12 | 88.6%[activator] | -4.4%
CCc1ccc(NC(=O)C(NS(=O)(=O)c2cccc3nsnc23)c2ccccc2)cc1 (stereo not given) | -7.2% | -0.9%
CC(=O)OC(COC1CC2CCC1(C)C2(C)C)C[N+]1(C)CCCCC1 (stereo not given) | 3.7% | 10.0%
Cc1ccc(NC(=O)CN2C(=O)C(C)(C)c3ccccc32)cc1 | -2.6% | -10.4%
CC(SC(C)c1ccc(Cl)cc1)C(=O)NC(N)=O (stereo not given) | -5.0% | 0.6%
CC(c1cccc(C(F)(F)F)c1)N(Cc1nc2ccccc2o1)C1CC1 (stereo not given) | -19.7% | -7.4%

# Gathered by group, those above containing a Cl atom
SMILES | AID inhibitor | UDG counter
O=C(CC(=O)c1cccc(Cl)c1)c1cccc(Cl)c1 | -3.7% | -2.2%
CCc1cccc(NC(=O)c2cn3c4c(ccc(Cl)c4c2=O)OC(C)C3)c1 (stereo not given) | 2.6% | 0.5%
COc1ccc(OC)c(/C=C/c2nc3ccccc3c(=O)n2-c2ccc(F)c(Cl)c2)c1 | 6.7% | 0.0%
COc1ccc(-n2c(=O)c3c4c(sc3n(Cc3c(F)cccc3Cl)c2=O)CN(C(C)=O)CC4)cc1OC | 14.0% | -10.6%
O=C(CC(=O)c1ccc(Cl)cc1)c1ccc(Cl)cc1 | -5.2% | 8.2%
O=C(NCCc1ccc(Cl)cc1)c1cc(-c2ccc(Cl)cc2)n[nH]1 | 3.7% | 18.8%
CC(C)(C)c1ccc(-c2noc(CCC(=O)Nc3cccc(Cl)c3)n2)cc1 | 2.8% | 0.0%
COc1ccccc1CNC(=O)c1oc2c(c1C)-c1nn(Cc3ccc(Cl)cc3)cc1CC2 | 38.4%[activator] | -4.7%[57.5 µM]
Cc1cc(-n2c(SCc3ccccc3F)nc3[nH]ncc3c2=O)ccc1Cl | -13.9% | -6.1%
Nc1nn(Cc2ccc(Cl)cc2Cl)cc1Br | -2.6% | 1.7%
CC(NC(=O)CSCC(N)=O)c1ccc(Cl)s1 (stereo not given) | -2.5% | -4.4%
O=C(Nc1ccc(Cl)cc1C(F)(F)F)c1ccc(F)cc1 | 5.6% | 7.3%
CC(C)(C)OC(=O)N1CCC(c2c(C(=O)N3CCN(C(=O)c4ccco4)CC3)cnn2-c2cccc(Cl)c2)CC1 | 7.6% | 1.5%
CC(SC(C)c1ccc(Cl)cc1)C(=O)NC(N)=O (stereo not given) | -5.0% | 0.6%

# An excerpt; the hit share may differ from the screen's.
